Eya2 phos inh: Eya2 (human) phosphatase inhibition; O00167; recombinant Eya2, OMFP fluorescence dephosphorylation (OMFP is methylfluorescein phosphate); Potency, µM (doses to about 76.9 µM), inactives show at the highest dose activity, negative = inhibition, most hits filed as inhibitors; 330,000 compounds, 0.006% hits; AID 488837; note: potency is the fitted concentration of half-maximal effect; % is set by controls: 0 for no effect and ±100 for the full control effect
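Eya2 protein (added as 0.2 uM solution) was preincubated with compound for 10 min at ambient temperature in 50 mM HEPES pH 7.5, 50 mM NaCl, 5 uM MgCl2, 0.05% BSA, 1 mM DTT. OMFP (added at 50 uM) then reacted 10 min; fluorescence read at 485/525 nm.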
ELG1 DNA repair: blocks ELG1-dependent DNA repair in HEK293T cells; Potency, µM (doses to about 46.1 µM), for inactives: at the top dose activity change, negative = inhibition, hits mostly inhibitors; AID 504467; 330,000 compounds, 2.3% hits; HEK293T ELG1-luciferase reporter, luminescence, 16 h; DNA damage induced by 5-fluorouridine; note: potency is the fitted concentration of half-maximal effect; % is set by controls: 0 for no effect and ±100 for the full control effect; nearly all actives have a fitted effect of over 55% in size
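Step one: seed 2,000 cells per well. Step two: pin-transfer compound or DMSO alongside 5-fluorouridine. Step three: incubate 16 hr, 37 °C, 5% CO2. Step four: add ONE-Glo, wait 30 min, read luminescence.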
TCR activator: T cell receptor activation; AID 504894; primary human leukocytes, anti-CD3, IL-2 HTRF, 48 h; Potency, µM (top dose mostly 9.22 µM), without a hit: at the highest dose activation of IL-2 secretion, usual class: activators; 330,000 tested, under 10 active; note: % of control where 0% means no effect
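Using a-CD3 beads without co-stimulation, primary human leukocytes were exposed to compounds for 48 hr. An HTRF IL-2 kit measured the cytokine, with europium-to-d2 energy transfer producing emission at 665nm upon 320nm excitation.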
Tb PFK block: blocks T. brucei phosphofructokinase | Potency, µM (titrated, usually from 57.5 µM), for inactives: at the highest dose activity, negative = inhibition, most hits filed as inhibitors | 330,000 compounds, 0.17% hits | AID 485367 | O15648 | T. brucei PFK, ADP-Glo luminescence;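 note: potency is the fitted concentration of half-maximal effect; 0% = uninhibited 1x PFK enzyme wells and -100% = no-enzyme wells; nearly all actives have a fitted effect of over 60% in size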
Target sequence (O15648 whole entry, looked up): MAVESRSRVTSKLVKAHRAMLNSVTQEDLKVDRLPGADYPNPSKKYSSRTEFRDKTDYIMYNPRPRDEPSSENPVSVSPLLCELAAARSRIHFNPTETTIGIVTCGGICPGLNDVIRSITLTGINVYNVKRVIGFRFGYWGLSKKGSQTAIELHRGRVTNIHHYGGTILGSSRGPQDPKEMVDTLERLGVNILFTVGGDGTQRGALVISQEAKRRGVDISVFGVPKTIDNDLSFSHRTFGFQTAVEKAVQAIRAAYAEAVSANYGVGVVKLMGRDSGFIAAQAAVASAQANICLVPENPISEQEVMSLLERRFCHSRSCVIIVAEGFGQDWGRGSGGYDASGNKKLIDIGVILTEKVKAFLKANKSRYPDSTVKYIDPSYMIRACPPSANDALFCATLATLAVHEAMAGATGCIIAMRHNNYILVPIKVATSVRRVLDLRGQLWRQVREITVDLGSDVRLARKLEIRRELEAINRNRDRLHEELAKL
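1.25 nM PFK with 0.5 mM F6P and 0.1 mM ATP in 0.1 M TEA pH 8.0, 5 mM MgCl2, incubated 45 min at room temperature; ADP measured by ADP-Glo luminescence; compounds titrated up to 57 uM.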
B2AR arrestin: beta2AR (human) beta-arrestin recruitment activity | Potency, µM (highest dose often 46.1 µM), for inactives: at the highest dose activation, hits mostly activators | AID 492947 | beta-arrestin recruitment to beta2AR, cell-based reporter | 330,000 compounds, 0.02% hits;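 note: potency is the fitted concentration of half-maximal effect; 0% = DMSO controls and full agonism = EC100 isoproterenol or metaproterenol; nearly all actives have a fitted effect of over 65% in size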
Target sequence (P07550 whole entry, looked up): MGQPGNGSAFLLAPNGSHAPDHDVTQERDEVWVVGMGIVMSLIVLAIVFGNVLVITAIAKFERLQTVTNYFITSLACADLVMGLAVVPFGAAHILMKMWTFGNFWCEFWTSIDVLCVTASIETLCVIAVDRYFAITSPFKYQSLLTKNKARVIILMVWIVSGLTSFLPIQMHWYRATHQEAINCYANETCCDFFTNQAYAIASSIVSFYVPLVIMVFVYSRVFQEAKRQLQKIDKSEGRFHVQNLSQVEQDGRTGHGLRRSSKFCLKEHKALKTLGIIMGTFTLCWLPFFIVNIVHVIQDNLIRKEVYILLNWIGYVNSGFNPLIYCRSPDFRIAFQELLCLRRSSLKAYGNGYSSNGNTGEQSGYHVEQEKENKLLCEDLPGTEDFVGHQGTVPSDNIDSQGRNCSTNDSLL
BCR signal inh: inhibitors of chronic active B-cell receptor signaling; ABC-DLBCL IkBa-CBG/CBR reporter, luminescence ratio, 4 h; Potency, µM (doses to about 46.1 µM), inactives show at the highest dose ratio change, negative = lower green/red ratio, hits mostly inhibitors; 340,000 compounds, 0.05% hits; active = well fitted inhibition curve with a large enough effect in the signal ratio, with a control signal flat, not every such curve was filed as active; inconclusive = small, poorly fitted or top-dose-only effect, or effect the other way, or a change in a side signal; the % refers to the signal ratio;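 note: potency is the fitted concentration of half-maximal effect; plate controls were basal doxycycline-induced cells for no effect and cells given 10 µM MG132 for full effect; MG132 reads +100%, hits lower the ratio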
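TMD8 human ABC-DLBCL cells with doxycycline-inducible IκBα–green luciferase fusion and unfused red luciferase, in 0.5% FBS medium; compounds up to 46 uM, 4 h at 37C. Green/red luminescence ratio, filter-overlap corrected, fitted to concentration-response curves.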
USP2a inh: inhibitors of human ubiquitin-specific protease USP2a. USP2 core, Ub-CHOP2 coupled fluorogenic reporter, 485/531. Potency, µM (top dose mostly 38.3 µM), for the others: top-dose activity change, negative = inhibition, hits mostly inhibitors. 330,000 compounds, 0.01% hits. AID 463254;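 note: potency is the fitted concentration of half-maximal effect; plate controls were DMSO wells for no effect and full inhibition by NEM control for full effect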
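Deubiquitinase activity read as fluorescence (485/531 nm) after Ub-CHOP2 cleavage activates the enterokinase reporter on its substrate; USP2 core 10nM, Ub-CHOP2 and substrate 25nM each, 30min compound preincubation then 60min RT; data normalized to NEM, curves fitted.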
PTAP TSG101 blk: blocks PTAP/TSG101 interaction to inhibit HIV-1 budding; Fluorescence polarization, FITC-PTAP peptide / Tsg101 binding; 340,000 tested, under 10 active; Potency, µM (series often up to 115 µM), without a hit: at the top dose activity change, negative = inhibition, hits mostly inhibitors; Q99816; active = well fitted inhibition curve with a large enough effect in the main read-out, with a control signal flat, not every such curve was filed as active; inconclusive = small, poorly fitted or top-dose-only effect, or effect the other way, or a change in a side signal; inactive = no such curve, though single readings can be large or run the other way; note: potency is the fitted concentration of half-maximal effect; % of control where 0% means no effect
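Fluorescence anisotropy tracks displacement of a FITC-tagged PTAP peptide (50 nM) from the Tsg101 binding domain (10 uM), following a 20 min room-temperature incubation at pH 7.5.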
TSHR antagonist: blocks TSH signaling through the human TSH receptor | P16473 | TSHR-expressing cells, TSH-stimulated cAMP HTRF, 2 h; hits give low values | activity change, negative = inhibition, % at 11.5 µM | 330,000 compounds, 0.2% hits;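 active = activity change below a set negative limit, meaning inhibition stronger than a set level, cut at about -70% in these data; inconclusive = activity change between two set negative limits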; note: % is set by controls: 0 for no effect and ±100 for the full control effect
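Competitive HTRF cAMP read-out (cryptate anti-cAMP antibody, cAMP-d2; 30 min, room temperature) in freshly harvested TSHR cells. Compounds added before TSH at EC80 (4nM final), followed by 2 hours' incubation at 37 deg C.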
Mito fusion act: inhibitors of mitochondrial division or activators of mitochondrial fusion; 320,000 compounds, 0.23% hits; AID 485298; Potency, µM (doses to about 46.1 µM), for inactives: top-dose growth rescue (activation), hits mostly activators; S. cerevisiae fusion-defective mutant growth rescue, CellTiterGlo 48 h;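 note: potency is the fitted concentration of half-maximal effect; % of control where 0% means no effect; nearly all actives have a fitted effect of over 45% in size; temperature-sensitive fusion mutants such as fzo1-1 at 37 °C on non-fermentable ethanol glycerol medium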
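Temperature-sensitive fusion-defective S. cerevisiae (e.g. fzo1-1, mgm1-5) were grown with compound in YPEG medium (3% ethanol, 3% glycerol) for 48 hours at 37C. Growth rescue was measured as viability by CellTiterGlo luminescence after 10 minutes at ambient.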
uPA surface inh: blocks generation of uPA at the cell surface | 330,000 compounds, 0.31% hits | cell surface uPA generation assay, qHTS | Potency, µM (top dose mostly 38.3 µM), for the others: top-dose activity change, negative = inhibition, most hits filed as inhibitors | AID 540303; active = well fitted inhibition curve with a large enough effect; inconclusive = small, poorly fitted or top-dose-only effect; inactive = no such curve, though single readings can be large or run the other way; tested in mouse RAW 264.7 cells; note: potency is the fitted concentration of half-maximal effect; % is set by controls: 0 for no effect and ±100 for the full control effect; nearly all actives have a fitted effect of over 55% in size
Numbers without * were called inactive; ? = inconclusive; nt = no result given; [ ] = dose if it differs, or a comment. Unless noted, calls come from the whole dose curve; as a rule, active = well fitted curve in the direction sought with a large enough effect; inconclusive = small, poorly fitted or top-dose-only effect, or another doubt; inactive = no such curve, though single readings can be large; an effect the other way counts as inactive or inconclusive. Not a hit list; 3% or so of the library scored in one or more.

SMILES | Eya2 phos inh | ELG1 DNA repair | TCR activator | Tb PFK block | B2AR arrestin | BCR signal inh | USP2a inh | PTAP TSG101 blk | TSHR antagonist | Mito fusion act | uPA surface inh
O=C(Nc1c2c(nn1-c1ccc(F)cc1)CS(=O)C2)C12CC3CC(CC(C3)C1)C2 (stereo unspecified) | 5% | -2% | 2% | -3% | -0.6% | -1% | -2% | 0% | -3 | -2% | -4%
Cc1ccc(-n2c(SCC(=O)N/N=C/c3ccccc3OCC(=O)O)nc3ccccc3c2=O)cc1 | 11% | 4% | -2% | 1% | 0.5% | -6% | 8% | -4% | 5 | -4% | 2%
COc1ccc(N(CC(=O)NCc2ccc(Cl)cc2)S(=O)(=O)c2ccccc2[N+](=O)[O-])c(OC)c1 | -8% | -16% | -4% | -2% | -0.6% | ? | 1% | -3% | -1 | -1% | -7%
CCCCOc1cccc(-c2cc(C(=O)NNC(=S)NCC)c3ccccc3n2)c1 | 20% | ? | nt | -1% | -0.8% | ? | -14% | nt | -18 | 0% | -11%
CCOC(=O)c1cnc(SCC(=O)c2ccc(C)cc2)nc1N | 0% | ? | 7%[46.1 µM] | -7% | -0.5% | 1% | 4% | -1% | -2 | -4% | -2%
S=c1[nH]nc(Nc2ccc(Cl)cc2)s1 | 10% | ? | -6% | -22% | 0.7% | ? | 0% | 4% | -8 | 16% | 10%
C#CCOCCOCCOCCNc1nc(N2CCN(C(=O)[C@H](CCC(=O)O)n3cc(C(N)Cc4ccc(O)cc4)nn3)CC2)nc(N2CCN(C(=O)[C@H](Cc3ccc(O)cc3)n3cc(C(N)CC(C)C)nn3)CC2)n1 (stereo partly specified) | 6% | ? | nt | -26% | -0.3% | 1% | -11% | nt | 19 | -26% | nt
Cc1ccc(CCNC(=O)c2c[nH]c3ccc(S(=O)(=O)Nc4ccc(C)cc4C)cc3c2=O)cc1 | -7% | nt | nt | -4% | -0.4% | ? | 1% | nt | 2 | -6% | nt
O=C(Nc1ccc(Oc2cccnc2)cc1)c1ccccc1Cl | 1% | -4% | -7%[46.1 µM] | -9% | -0.4% | ? | 3% | -4% | -3 | 7% | 0%
COC(=O)c1ccc(NC(=O)CC2C(=O)N(c3ccc(C)cc3)C(=O)N2CC(C)C)cc1 (stereo unspecified) | -3% | ? | nt | 0% | -0.1% | ? | 0% | nt | 3 | 4% | -6%
COc1ccc(C2(CCN)CC(C)N(C)CC2C)cc1 (stereo unspecified) | 1% | 0% | -17% | -8% | 0.0% | -7% | 2% | -12% | 13 | 1% | 6%
COc1cccc(OC)c1OC(=O)C1CC(=O)N(c2ccc3c(c2)OCCO3)C1 (stereo unspecified) | -19% | ? | -2% | ? | 0.0% | 0% | -4% | -5% | 9 | nt | ?
COc1ccc(N)c2c1OCCC2=O | -3% | 4% | 2%[46.1 µM] | -3% | -0.2% | 0% | 0% | -1% | -9 | -4% | 4%
COc1ccc(N2CCN(C(=O)CN(c3ccccc3)S(=O)(=O)c3ccc(OC)cc3)CC2)cc1 | 1% | ? | 8% | -5% | 0.2% | 1% | -1% | -5% | 9 | 4% | -3%
Cc1ccc(C(NC(=O)N2CCN(C)CC2)C(Cl)Cl)cc1F (stereo unspecified) | -1% | -6% | 11% | -1% | 0.1% | ? | 0% | -1% | -2 | -1% | 1%
CC(C)c1ccc(/C=C/C(=O)Nc2nn[nH]n2)cc1 | 8% | ? | nt | 0% | -1.0% | 8% | 0% | nt | -1 | ? | nt
Cc1ccc(S(=O)(=O)c2c(N)n(/N=C/c3ccco3)c3nc4ccccc4nc23)cc1 | -12% | -22% | -39% | 2% | -0.3% | 8% | 0% | 0% | 12 | 27% | 1%
[N-]=[N+]=NC[C@H](Cc1ccccc1)N1CCN(Cc2ccccc2)CCC1=O | -3% | -7% | 3% | 2% | -0.8% | -9% | 2% | -1% | -5 | 0% | 5%
CC1(CCc2ccccc2)NC(=O)N(CC(=O)N2CCCCCC2)C1=O (stereo unspecified) | 17% | 2% | 3% | 7% | 0.3% | -1% | 1% | -2% | 11 | -6% | -2%
O=S(=O)(c1ccccc1F)N1CCCc2ccccc21 | 10% | -11% | 5% | -3% | 0.4% | -2% | 3% | -2% | -7 | 11% | -12%
COc1ccc(-n2cnnc2SCc2cnc(-c3ccccc3)s2)cc1 | -11% | -3% | -1% | 6% | -0.2% | -8% | -1% | -2% | -8 | 8% | 3%
CCOC(=O)C1CCCN(C(=O)C2CC(=O)N(c3ccc(C)cc3)C2)C1 (stereo unspecified) | 19% | 3% | 3% | -4% | -0.3% | 0% | -1% | -2% | nt | -9% | 0%
COc1ccc(NC(=O)C2CCCN(c3nc(C)cc(C)n3)C2)cc1 (stereo unspecified) | 3% | -14% | 8% | -3% | 0.0% | ? | 0% | 0% | -10 | 2% | -15%
CC1C(=O)NN=C1C(=O)N/N=C/c1cccs1 (stereo unspecified) | -6% | ? | 7% | -2% | -0.3% | ? | 0% | -4% | 6 | -8% | -7%
CSCC[C@H](NC(=O)NCc1cccs1)C(=O)O | 4% | -12% | 7% | -1% | -1.5% | 4% | 1% | -8% | -4 | 0% | 9%

(more compounds)
SMILES | Eya2 phos inh | ELG1 DNA repair | TCR activator | Tb PFK block | B2AR arrestin | BCR signal inh | USP2a inh | PTAP TSG101 blk | TSHR antagonist | Mito fusion act | uPA surface inh
Cc1cc(C)c(C)c(S(=O)(=O)N2CCN(C(=O)c3cc(S(=O)(=O)N4CCOCC4)ccc3F)CC2)c1C | -2% | 0% | -4% | 7% | 0.1% | 1% | 0% | -6% | nt | nt | -1%
COC(=O)C1=C(C)N(C)C(=O)NC1c1c(O)ccc2ccccc12 (stereo unspecified) | 7% | -2% | nt | -2% | -0.3% | -12% | 1% | -4% | -2 | 2% | -5%
COc1ccc2[nH]c(=O)c(CN(C(C)=O)c3cccc(C)c3)cc2c1 | 0% | 20% | 3% | -4% | -0.4% | -8% | 0% | -7% | 3 | -1% | 1%
Cc1ccc(CN2CCCC(C(=O)N3CCCC3)C2)cc1 (stereo unspecified) | -7% | 2% | -6% | 2% | -0.5% | 0% | 1% | -6% | -6 | 2% | -4%
O=C(O)C1C2C=CC(C2)C1C(=O)NCCC1=CCCCC1 (stereo unspecified) | 1% | 7% | -3% | -1% | -0.2% | 8% | -6% | -3% | -4 | 3% | 8%
CC(=O)c1cc(NC(=O)c2ccc(C)cc2)c(=O)oc1/C=C/N(C)C | 3% | ? | 1% | -13% | -0.2% | -3% | 9% | ? | -8 | 7% | -6%
CCc1ccc(NC(=O)CCNS(=O)(=O)c2cccs2)cc1 | -3% | -5% | 0% | 0% | -0.1% | 0% | 1% | 2% | 0 | -9% | -5%
Cn1c(=O)c(=O)n(C)c2cc(N3CCCC3)c(NS(=O)(=O)c3ccc(F)cc3)cc21 | 12% | 1% | 5% | 1% | 0.5% | -8% | 3% | 1% | 10 | 2% | -4%
Cc1ccc(C)c(NC(=O)Cn2nc([N+](=O)[O-])c(Br)c2C)c1 | -5% | -4% | 1%[46.1 µM] | -4% | -0.1% | -8% | 2% | -1% | -10 | -6% | -2%
O=S1(=O)CCOC[C@H](c2ccccc2)N1Cc1ccccc1F | 9% | 11% | 6% | 3% | 0.5% | 0% | 6% | -6% | -5 | 1% | 6%
Cn1ncc2c(NNC(=O)c3ccc(Cl)cc3Cl)ncnc21 | 1% | 0% | -2%[46.1 µM] | -9% | -1.1% | 4% | 7% | -1% | -1 | -1% | -3%
CCOc1ccnc(OCC)c1Br | 0% | 14% | 2%[46.1 µM] | 0% | 1.2% | 1% | 2% | -4% | 28 | 1% | 1%
CCC(=O)c1ccc(N2CCN(C(=O)c3ccccc3)CC2)c(F)c1 | -10% | -6% | 2% | 7% | 0.4% | -4% | -2% | -2% | -14 | -6% | -21%
Cc1oc2c(c1C(=O)N1CCOCC1)C(=O)c1ccccc1C2=O | -1% | 4.6µM* | 0% | 0% | -0.1% | ? | 7% | 1% | 18 | -15% | 2.5µM*
COCCOC(=O)c1[nH]c2c(c1C)C(=O)CC(c1ccco1)C2 (stereo unspecified) | -20% | 1% | -5% | ? | -0.1% | ? | 3% | -4% | -1 | 3% | 1µM*
COc1ccccc1OCC(=O)NN=C(Cc1ccccc1)Cc1ccccc1 | -38% | -8% | -14%[46.1 µM] | 3% | -0.6% | 4% | -16% | 0% | -19 | 2% | 1%
N#Cc1c(N)nc2c(c1-c1ccc(F)cc1)CCC2 | ? | -11% | 1% | -5% | -0.7% | ? | 2% | -3% | 7 | 6% | -4%

Assay outcomes from PubChem BioAssay.
